GASC1 inh = KDM4C (human) demethylase inhibition. GST-KDM4C 2-372, H3K9me3 peptide, LANCE TR-FRET. inhibition, % at 12.5 µM. 0.15% of 96,000 active. AID 720574;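 active = mean replicate inhibition above about 25%, with at least 55% of replicates also reaching it, limit read from the data, passing the limit was not always enough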
Target sequence (Q9H3R0 2-372 limits assumed): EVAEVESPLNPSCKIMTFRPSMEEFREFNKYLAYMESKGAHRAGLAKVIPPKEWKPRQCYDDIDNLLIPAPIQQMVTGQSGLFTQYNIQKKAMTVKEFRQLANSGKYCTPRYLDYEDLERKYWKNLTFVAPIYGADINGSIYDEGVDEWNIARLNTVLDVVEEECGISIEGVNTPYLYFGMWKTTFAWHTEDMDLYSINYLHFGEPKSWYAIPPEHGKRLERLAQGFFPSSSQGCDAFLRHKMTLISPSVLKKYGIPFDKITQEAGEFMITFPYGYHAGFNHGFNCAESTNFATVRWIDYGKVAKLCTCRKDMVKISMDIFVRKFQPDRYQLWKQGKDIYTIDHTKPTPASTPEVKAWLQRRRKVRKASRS
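System: N-terminal GST-fused human GASC-1 (KDM4C) fragment, residues 2-372; amount: enzyme final amount 10 nM; incubation: reaction 30 min RT, detection step 1 h RT; medium: HEPES buffer, pH 7.5, plus ascorbate; technique: LANCE TR-FRET, Eu antibody, ULight-streptavidin, EDTA, ex 340 nm, em 618/671 nm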
C diff HTS = blocks growth of Clostridium difficile; Clostridium difficile clinical isolate growth, OD600, 24 h; hits give low values; growth activity, negative = inhibition, % at 16 µg/mL (by protocol); 0.25% of 86,000 active; AID 1259249;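 active = mean growth activity at or below -80% and every replicate also at or below -80%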;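 also: 0% = DMSO wells and -100% = levofloxacin 16 µg/mL wells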
Pf Dd2 inh = inhibitors of Plasmodium falciparum Dd2 growth | P. falciparum Dd2 growth, SYBR Green, 72 h; hits give low values | activity change, % at 10 µM | 2.3% of 94,000 active; in the data active = activity change below about -80%
Tcruzi prolif = T. cruzi proliferation inhibition; inhibition, % at 8.34 µM; T. cruzi beta-gal in NIH3T3, GalScreen luminescence, 90 h; 5.9% of 77,000 active;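 active = mean inhibition above about 93%, with at least 55% of replicates each passing it, limit read from the data, passing the limit was not always enough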
An asterisk follows results filed as active; . = not tested or not shown; & = joins results of further samples; ! = not confirmed by another sample.

entry | smiles | GASC1 inh | C diff HTS | Pf Dd2 inh | Tcruzi prolif
1 | C[C@@H]1CN([C@H](C)CO)C(=O)c2cc(NC(=O)C3CC3)ccc2O[C@H]1CN(C)Cc1ccccc1 | 0.2 | 4 | 20 | 18
2 | C[C@@H]1CN([C@@H](C)CO)C(=O)c2cc(NC(=O)c3ccncc3)ccc2O[C@@H](C)CCCCO[C@H]1CN(C)S(=O)(=O)c1ccc(F)cc1 | 0.2 | -3 | -78 | 46
3 | C[C@@H]1CN([C@H](C)CO)C(=O)c2cc(NC(=O)C3CCCCC3)ccc2O[C@@H](C)CCCCO[C@@H]1CN(C)S(=O)(=O)c1ccccc1 | 0.5 | -7 | -82* | 59
4 | CCCN1C[C@H](C)[C@H](OC)CN(C)C(=O)c2ccc(NC(=O)CC)cc2OC[C@@H]1C | -2.0 | . | . | 25
5 | CC(C)NC(=O)N[C@H]1CC[C@H](CCNS(=O)(=O)c2ccc(F)cc2)O[C@@H]1CO | 3.7 | 2 | -9 | .
6 | N#C[C@H]1[C@H](c2ccc(-c3cccc(F)c3)cc2)[C@@H](CO)N1C(=O)c1cccnc1 | -0.7 | 6 | 17 | 68
7 | C[C@@H]1CN([C@H](C)CO)C(=O)c2cccc(NS(=O)(=O)c3ccccc3)c2O[C@H]1CN(C)S(=O)(=O)c1cn(C)cn1 | 1.2 | 3 | -1 | 25
8 | C[C@@H]1CN([C@@H](C)CO)C(=O)Cc2cc(NS(=O)(=O)c3cccs3)ccc2O[C@H]1CN(C)Cc1ccc(Cl)c(Cl)c1 | 0.5 | 25 | -7 | 8
9 | O=C(CN1CCOCC1)N1CCCCN2[C@H](CO)[C@H](c3ccc(-c4ccccc4F)cc3)[C@H]2C1 | 0.7 | -8 | 25 | 51
10 | COCC(=O)Nc1ccc2c(c1)C(=O)N(C)[C@@H]1CC[C@H](CC(=O)NC3CCCC3)O[C@@H]1CO2 | -0.4 | -3 | -5 | -1
11 | CC(C)NC(=O)N(C)C[C@H]1Oc2c(NC(=O)Nc3ccc4c(c3)OCO4)cccc2C(=O)N([C@H](C)CO)C[C@H]1C | -2.7 | 5 | -57 | -20
12 | C[C@H](CO)N1C[C@H](C)[C@H](CN(C)CC2CC2)Oc2ccc(NC(=O)Nc3ccccc3)cc2CC1=O | -3.4 | -4 | -89* | -27
13 | CC(C)CC#Cc1cnc2c(c1)C(=O)N([C@H](C)CO)C[C@H](C)[C@@H](CN(C)C(=O)Nc1cc(F)ccc1F)O2 | 8.4 | -1 | -50 | 102
14 | COc1ccc2c3c(n(C)c2c1)[C@@H](CO)N(C(=O)c1ccc(F)cc1)CC31CN(C)C1 | -0.7 | -2 | -3 | .
15 | Cc1noc(C)c1NC(=O)N[C@H]1CC[C@@H](CCNC(=O)C2CCOCC2)O[C@@H]1CO | 0.2 | . | -17 | 64

Another view of some results above:
2	C[C@@H]1CN([C@@H](C)CO)C(=O)c2cc(NC(=O)c3ccncc3)ccc2O[C@@H](C)CCCCO[C@H]1CN(C)S(=O)(=O)c1ccc(F)cc1
  GASC1 inh = 0.2	C diff HTS = -3	Pf Dd2 inh = -78	Tcruzi prolif = 46
3	C[C@@H]1CN([C@H](C)CO)C(=O)c2cc(NC(=O)C3CCCCC3)ccc2O[C@@H](C)CCCCO[C@@H]1CN(C)S(=O)(=O)c1ccccc1
  GASC1 inh = 0.5	C diff HTS = -7	Pf Dd2 inh = -82*	Tcruzi prolif = 59
4	CCCN1C[C@H](C)[C@H](OC)CN(C)C(=O)c2ccc(NC(=O)CC)cc2OC[C@@H]1C
  GASC1 inh = -2.0	C diff HTS = .	Pf Dd2 inh = .	Tcruzi prolif = 25
5	CC(C)NC(=O)N[C@H]1CC[C@H](CCNS(=O)(=O)c2ccc(F)cc2)O[C@@H]1CO
  GASC1 inh = 3.7	C diff HTS = 2	Pf Dd2 inh = -9	Tcruzi prolif = .

(continued)
entry | smiles | GASC1 inh | C diff HTS | Pf Dd2 inh | Tcruzi prolif
16 | C[C@H]1CCCCO[C@H](CN(C)Cc2ccncc2)[C@@H](C)CN([C@@H](C)CO)C(=O)c2cc(NC(=O)C3CCCCC3)ccc2O1 | 1.1 | -1 | 4 | 95
17 | CCCN(C)C[C@@H]1Oc2cc(C#CC(C)(C)O)ccc2S(=O)(=O)N([C@@H](C)CO)C[C@@H]1C | 1.7 | -6 | -64 | 4
18 | Cc1noc(C)c1NC(=O)Nc1ccc2c(c1)CC(=O)N([C@H](C)CO)C[C@H](C)[C@H](CN(C)Cc1ccc3c(c1)OCO3)O2 | 0.0 | 0 | 2 | -44
19 | Cc1ccccc1-c1ccc([C@H]2[C@@H](CO)N3CCCCN(CC4CC4)C[C@@H]23)cc1 | -0.7 | 0 | 18 | 78
20 | C[C@@H]1CN([C@@H](C)CO)S(=O)(=O)c2ccc(C#Cc3ccccc3)cc2O[C@@H]1CN(C)S(=O)(=O)c1cn(C)cn1 | -2.0 | -11 | -27 | 36
21 | C[C@@H]1CCCCO[C@H](CN(C)CC2CCCCC2)[C@H](C)CN([C@@H](C)CO)C(=O)c2cc(NS(=O)(=O)c3ccc(F)cc3)ccc2O1 | -0.7 | 6 | -53 | 75
22 | CO[C@H]1CN(C)C(=O)c2ccc(NC(=O)c3cnccn3)cc2OC[C@H](C)N(CCc2ccccc2)C[C@H]1C | 1.4 | . | -53 | 66
23 | CC(C)CC#Cc1cnc2c(c1)C(=O)N([C@H](C)CO)C[C@@H](C)[C@H](CN(C)C(=O)Nc1ccccc1F)O2 | 1.2 | -15 | -47 | 59
24 | O=C(c1ccccn1)N1C[C@@H]2[C@H](c3ccccc31)[C@H](CO)N2C(=O)c1ccccn1 | 1.4 | -1 | -1 | 4
25 | N#C[C@H]1[C@H](c2ccc(-c3cccc(F)c3)cc2)[C@@H](CO)N1S(=O)(=O)c1cccc(F)c1 | -2.4 | 7 | -8 | 98*
26 | C[C@@H]1CN([C@@H](C)CO)C(=O)c2cc(C#CCN(C)C)cnc2O[C@@H]1CN(C)C(=O)NC1CCCC1 | -0.5 | -1 | 35 | -61
27 | C[C@@H]1CN([C@@H](C)CO)C(=O)c2cc(N(C)C)ccc2O[C@H]1CN(C)C(=O)Nc1ccc(F)cc1 | 3.4 | -3 | 16 | 52
28 | C[C@@H]1CN([C@@H](C)CO)C(=O)c2cc(NC(=O)CCN3CCOCC3)ccc2O[C@H]1CN(C)C(=O)NC1CCCCC1 | -0.5 | -4&-7 | -5 | .
29 | CN(C)C(=O)[C@H]1[C@H](CO)[C@H]2Cn3c(ccc(-c4ccncc4)c3=O)[C@H]2N1Cc1ccccc1 | 1.4 | 5 | . | 48
30 | CCCNC(=O)N1[C@@H](CO)[C@@H](c2ccc(C3=CCCC3)cc2)[C@@H]1CNC(C)=O | 5.1 | -3 | 9 | -5
31 | COCCNC(=O)C[C@H]1CC[C@@H]2[C@@H](COc3ccc(NC(=O)COC)cc3C(=O)N2C)O1 | -1.2 | -7 | -11 | 7
32 | CCNC(=O)C[C@@H]1CC[C@H]2[C@@H](COc3ccc(NC(=O)Nc4ccc(F)cc4)cc3C(=O)N2C)O1 | -2.1 | 3 | -3 | -15
33 | COc1ccc(NC(=O)N(C)C[C@@H]2OCCCC[C@H](C)Oc3ccc(NC(=O)Nc4ccc5c(c4)OCO5)cc3C(=O)N([C@@H](C)CO)C[C@@H]2C)cc1 | -2.4 | 5 | -16 | 44
34 | C[C@@H]1CN([C@@H](C)CO)C(=O)Cc2cc(NC(=O)c3ccncc3)ccc2O[C@@H]1CN(C)CC1CCCCC1 | -2.3 | 0 | -4 | 5
35 | CN(C)CC(=O)Nc1ccc2c(c1)[C@H]1C[C@H](CC(=O)NCC3CC3)O[C@@H](CO)[C@H]1O2 | -0.9 | 2 | 19 | -16
36 | O=S(=O)(NCC[C@@H]1CC[C@@H](NS(=O)(=O)c2ccccc2Cl)[C@@H](CO)O1)c1ccc(Cl)cc1 | -0.8 | . | -12 | 14
37 | COc1cccc(NC(=O)Nc2ccc3c(c2)C(=O)N(C)[C@@H]2CC[C@H](CC(=O)NCCc4ccccc4)O[C@H]2CO3)c1 | -3.7 | -16 | . | 27
38 | CCC(=O)N1C[C@@H](C)[C@H](OC)CN(C)C(=O)c2cc(NC(=O)COC)ccc2OC[C@H]1C | 0.4 | . | 41 | .
39 | CN1C(=O)c2cc(NC(=O)c3cscn3)ccc2OC[C@H]2O[C@@H](CC(=O)N3CCOCC3)CC[C@H]21 | 1.9 | -11 | -2 | 1
40 | COc1ccccc1-c1ccc(C2[C@@H]3CN(Cc4cccc(F)c4)C[C@H]2N3)cc1 (stereo partly drawn) | 1.0 | -90*! | -36&-51 | .
41 | Cc1noc(C)c1NC(=O)N[C@H]1C=C[C@H](CC(=O)NCc2ccc(Cl)c(Cl)c2)O[C@H]1CO | -0.2 | 0 | 11 | -6
42 | COCC(=O)NC[C@H]1[C@H](c2ccc(-c3ccccc3)cc2)[C@@H](CO)N1C(C)=O | 1.2 | 2 | -21 | 76
43 | COc1ccccc1CN1[C@H](CO)[C@H](c2ccccc2)C12CN(C(=O)c1ccccn1)C2 | 0.3 | 20 | -13 | .
44 | O=C(C[C@@H]1CC[C@H](NC(=O)C2CC2)[C@H](CO)O1)NCc1ccncc1 | 0.2 | 1 | 9 | -24
45 | C[C@@H]1CCCCO[C@@H](CN(C)C(=O)c2ccccc2)[C@@H](C)CN([C@@H](C)CO)C(=O)c2cc(NS(=O)(=O)c3cn(C)cn3)ccc2O1 | -0.9 | . | -23 | -12
46 | CC(C)CC#Cc1ccc2c(c1)O[C@H](CN(C)C(=O)c1ccccc1F)[C@@H](C)CN([C@@H](C)CO)S2(=O)=O | -2.1 | 8 | -70 | 103*
47 | O=C(NCCCN1CCOCC1)[C@@H]1[C@@H](CO)[C@@H]2Cn3c(cccc3=O)[C@H]1N2C(=O)NC1CCCC1 | 2.8 | -2 | . | 32
48 | C[C@@H]1CN([C@@H](C)CO)C(=O)c2cccc(NS(=O)(=O)c3ccccc3)c2O[C@@H]1CN(C)C(=O)Nc1ccc2c(c1)OCO2 | -2.4 | -1 | -31 | -26
49 | COc1ccc2c3c(n(C)c2c1)[C@H](CO)N(C)CC31CCN(C(=O)Nc2cccc(F)c2)CC1 | -0.3 | 5 | -71 | .
50 | O=C(c1ccccc1)N1CC2(C1)[C@@H](c1ccccc1)[C@@H](CO)N2Cc1cccnc1 | . | 6 | -12 | .
51 | O=C(C[C@H]1C[C@H]2c3cc(NS(=O)(=O)c4ccc(F)cc4)ccc3O[C@H]2[C@@H](CO)O1)NCc1ccc(-c2ccccc2)cc1 | 3.2 | -9 | -27 | 85
52 | C[C@@H]1CN([C@H](C)CO)C(=O)Cc2cc(NC(=O)Cc3ccccc3)ccc2O[C@H]1CN(C)S(=O)(=O)c1cn(C)cn1 | -1.3 | 7 | 8 | 11
53 | CCOC(=O)N(C)C[C@@H]1OCc2ccccc2-c2ccccc2C(=O)N([C@H](C)CO)C[C@H]1C | 2.0 | . | 24 | 2
54 | COc1ccc(S(=O)(=O)N(C)C[C@@H]2Oc3ccc(NC(=O)Cc4cn(C)c5ccccc45)cc3CC(=O)N([C@@H](C)CO)C[C@H]2C)cc1 | -3.4 | 2 | -28 | 51
55 | O=C(C[C@H]1C=C[C@H](NS(=O)(=O)c2ccc(F)cc2)[C@@H](CO)O1)N1CCC(Cc2ccccc2)CC1 | -0.3 | 0 | -17 | 70
56 | COCC(=O)N1C[C@@H](C)[C@H](OC)CN(C)C(=O)c2cc(NC(=O)NC(C)C)ccc2OC[C@H]1C | 0.2 | . | 8 | 24
57 | COc1ccc(CN(C)C[C@H]2OCCCC[C@H](C)Oc3ccc(NC(=O)NC(C)C)cc3C(=O)N([C@H](C)CO)C[C@@H]2C)cc1 | -1.9 | -2 | -9 | 45
58 | CC(C)(C)[S@](=O)N1Cc2cc(C(=O)NCCc3ccncc3)nc(-c3cccc(-c4ccc(C#N)cc4)c3)c2[C@@H]1CCO | -5.3 | . | -74 | 97*
59 | CO[C@H](CN(C)S(=O)(=O)c1ccc(C)cc1)[C@H](C)CN([C@@H](C)CO)S(=O)(=O)c1cccc(Cl)c1 | -0.9 | . | -22 | 88
60 | C[C@@H]1CN([C@H](C)CO)C(=O)c2cccc(NC(=O)Nc3ccc(C(F)(F)F)cc3)c2O[C@@H]1CN(C)Cc1ccc2c(c1)OCO2 | 0.2 | 30 | -40 | 75
61 | C[C@H]1CN([C@@H](C)CO)C(=O)c2cc(NC(=O)CCN3CCOCC3)ccc2O[C@@H]1CN(C)Cc1ccc(C(=O)O)cc1 | 1.9 | . | 17 | -59
62 | COc1ccccc1C#Cc1ccc([C@H]2[C@@H](C#N)N(C(=O)C3CC3)[C@@H]2CO)cc1 | 0.2 | -1 | -42 | 97*
63 | CN(C)C(=O)[C@H]1[C@H](CO)[C@H]2Cn3c(ccc(C4=CCCC4)c3=O)[C@H]2N1C(=O)c1ccccc1F | 0.7 | -6 | . | -42
64 | Cc1cccc(-c2ccc(C3[C@@H]4CN(C(=O)Nc5ccccc5)C[C@H]3N4)cc2)c1 (stereo partly drawn) | -2.0 | 55 | -15 | .
65 | CO[C@@H]1CN(C)C(=O)c2ccc(NC(=O)Nc3ccccc3F)cc2OC[C@@H](C)N(C(=O)Nc2ccccc2F)C[C@H]1C | -0.8 | . | -57 | -11

No enrichment for hits. About 6.8% of those tested had a hit in this group.
